TRHR agonist – qHTS for Small Molecule Agonists and Allosteric Enhancers of Human TRH Receptor: Primary Screen for Agonists; TRHR cells, calcium flux fluo-8, FDSS agonist mode; 0.18% of 360,000 active; activation, % at 2 µM; Thyrotropin-releasing hormone receptor (Homo sapiens), P34981; in the data active means activation above about 30%; further: 0% is about no effect
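Agonist-mode FDSS calcium read (Ex 480/Em 530, 1 s cycles) in 1536-well TRHR cells with fluo-8 dye, after 10-cycle baseline and 23 nL compound addition; TRH at EC20 (10 nM final) added afterwards for the enhancer phase.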
IDH1 R132H inh – qHTS for Inhibitors of mutant isocitrate dehydrogenase 1 (IDH1): qHTS; Isocitrate dehydrogenase [NADP] cytoplasmic (Homo sapiens), O75874; IDH1-R132H enzyme, NADPH consumption, diaphorase/resazurin fluorescence; Potency, µM (doses to about 76.6 µM), inactives show at the highest dose activity change, negative = inhibition, hits mostly inhibitors; 0.093% of 390,000 active; AID 602179, 2012; further: potency means the concentration at half of the fitted maximal effect; on the % scale 0 is the no-effect control and ±100 the full control effect; nearly all actives have a fitted effect of over 65% in size
Target sequence (O75874 whole entry R132H, stated change not applied): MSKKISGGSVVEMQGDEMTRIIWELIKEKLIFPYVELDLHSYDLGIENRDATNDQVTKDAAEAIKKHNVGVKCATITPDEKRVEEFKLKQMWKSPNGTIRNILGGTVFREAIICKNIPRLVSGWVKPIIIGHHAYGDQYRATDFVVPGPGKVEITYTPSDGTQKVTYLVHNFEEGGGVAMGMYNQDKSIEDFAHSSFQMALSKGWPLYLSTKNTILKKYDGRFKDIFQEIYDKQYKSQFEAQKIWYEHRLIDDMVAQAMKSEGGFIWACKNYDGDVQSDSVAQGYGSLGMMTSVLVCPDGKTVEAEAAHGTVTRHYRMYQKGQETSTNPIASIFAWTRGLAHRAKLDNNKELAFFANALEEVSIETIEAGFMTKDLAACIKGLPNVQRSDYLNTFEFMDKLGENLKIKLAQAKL
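IDH1-R132H (0.5 ug/mL dispensed) in pH 7.5 Tris buffer was preincubated 30 min with compound, then given a substrate mix of 0.016 mM NADPH and 2 mM alpha-KG for 80 min at room temperature; remaining NADPH was read by diaphorase/resazurin fluorescence.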
D2 antag – HTS Assay for Allosteric Antagonists of the Human D2 Dopamine Receptor: Primary Screen for Antagonists | inhibition, % at 10 µM | D(2) dopamine receptor (Homo sapiens), P14416 | 2% of 340,000 active | HEK293 TREx D2 cells, calcium flux, dopamine EC80; in the data active means inhibition above about 30%; further: 0% is about no effect
Target sequence (P14416 whole entry, looked up): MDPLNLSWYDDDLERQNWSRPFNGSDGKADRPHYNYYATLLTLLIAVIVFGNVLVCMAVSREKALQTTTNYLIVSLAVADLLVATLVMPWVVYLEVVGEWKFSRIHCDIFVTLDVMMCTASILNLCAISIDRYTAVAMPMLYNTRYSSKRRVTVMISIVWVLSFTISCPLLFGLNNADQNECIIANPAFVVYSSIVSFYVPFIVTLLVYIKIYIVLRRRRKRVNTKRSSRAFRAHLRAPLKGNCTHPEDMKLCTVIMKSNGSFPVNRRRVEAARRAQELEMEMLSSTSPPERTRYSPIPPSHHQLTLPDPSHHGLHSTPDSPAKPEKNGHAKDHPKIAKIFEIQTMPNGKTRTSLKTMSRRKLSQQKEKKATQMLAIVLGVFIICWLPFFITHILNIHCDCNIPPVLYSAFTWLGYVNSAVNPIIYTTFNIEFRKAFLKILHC
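Tetracycline-induced HEK293 TREx cells expressing D2 receptor forced-coupled to calcium signalling, loaded with no-wash calcium dye. Compounds added and calcium flux read 180 s, then dopamine added at EC80 and read a further 180 s.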
Pin1 inh – qHTS Assay to Find Inhibitors of Pin1; 0.009% of 390,000 active; Potency, µM (highest dose often 115 µM), for inactives: at the top dose activity, negative = inhibition, most hits filed as inhibitors; AID 504891, 2011; Peptidyl-prolyl cis-trans isomerase NIMA-interacting 1 (Homo sapiens), Q13526; Pin1 FP peptide displacement, HiFluor488, 10 min; active means well fitted inhibition curve with a large enough effect in the polarisation, with a control signal flat, not every such curve was filed as active; inconclusive means small, poorly fitted or top-dose-only effect, or effect the other way, or a change in a side signal; inactive means no such curve, though single readings can be large or run the other way; the % refers to the polarisation; further: potency means the concentration at half of the fitted maximal effect; on the % scale 0 is the no-effect control and ±100 the full control effect
Target sequence (Q13526 whole entry, looked up): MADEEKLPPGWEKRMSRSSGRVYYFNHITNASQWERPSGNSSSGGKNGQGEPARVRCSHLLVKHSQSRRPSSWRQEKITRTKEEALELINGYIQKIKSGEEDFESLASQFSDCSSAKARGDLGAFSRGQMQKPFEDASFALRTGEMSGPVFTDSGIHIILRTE
TrxR1 substrate – qHTS Assay for Substrates of Mammalian Selenoprotein Thioredoxin Reductase 1 (TrxR1): qHTS; Thioredoxin reductase 1, cytoplasmic (Rattus norvegicus), O89049; purified TrxR1 substrate turnover, NADPH consumption readout; Potency, µM (top dose mostly 114 µM), for the others: top-dose activity change, negative = substrate turnover; 0.01% of 390,000 active; further: potency means the concentration at half of the fitted maximal effect; on the % scale 0 is the no-effect control and ±100 the full control effect; nearly all actives have a fitted effect of over 50% in size
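Rat TrxR1, dispensed at 90 nM, was prereduced with 400 uM NADPH (final) for 5 min at ~22 deg C, then incubated with compound 15 min before 400 uM selenite. A first-read NADPH fluorescence drop versus no-compound background flagged substrates.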
USP1-UAF1 inh – Inhibitors of USP1/UAF1: Primary Screen. 0.23% of 390,000 active. AID 743255, 2014. recombinant USP1/UAF1, Ub-Rhodamine cleavage fluorescence. Potency, µM (titrated, usually from 57.1 µM), for inactives: top-dose activity change, negative = inhibition, usual class: inhibitors. Ubiquitin carboxyl-terminal hydrolase 1 (Homo sapiens), O94782; further: potency means the concentration at half of the fitted maximal effect; on the % scale 0 is the no-effect control and ±100 the full control effect; nearly all actives have a fitted effect of over 60% in size; inactives centre near -12
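1 nM enzyme complex + cpd, 15 min RT; start with Ub-Rho 150nM final; kinetic fluorescence ex 480/em 540, 6 reads q60 s. Buffer 50mM HEPES pH 7.8, 0.5mM EDTA, 0.1 mg/ml BSA, 1mM TCEP, 0.01% Tween-20.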
D2 agonist – HTS Assay for Allosteric Agonists of the Human D2 Dopamine Receptor: Primary Screen for Agonists. HEK293 T-REx D2 cells, calcium flux agonist mode. activation, % at 2 µM. AID 485358, 2010. 0.53% of 340,000 active. D(2) dopamine receptor (Homo sapiens), P14416;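 active means activation over 3 SD above normal in the single-dose calcium agonist read, cut at about 30% in these data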; further: 0% is about no effect
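Calcium-flux readout, 1 cycle/sec over 180 s following compound pin transfer, in inducible HEK293 Trex D2 cells (force-coupled); dopamine controls included. Positive calcium responses during this window marked compounds as potential agonists.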
TRHR enhancer – qHTS for Small Molecule Agonists and Allosteric Enhancers of Human TRH Receptor: Primary Screen for Enhancers; Thyrotropin-releasing hormone receptor (Homo sapiens), P34981; TRHR cells, fluo-8 calcium fluorescence, EC20 TRH enhancement; enhancement, % at 2 µM; 0.66% of 360,000 active; AID 493056, 2011; in the data active means enhancement above about 30%; further: 0% is about no effect
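Enhancer read-out: after compound pinning and an initial kinetic agonist-mode read, an EC20 of TRH (10 nM final) was injected and fluo-8 calcium signal (Ex 480/Em 530) followed at 1 s/cycle for 100 cycles in TRHR-expressing cells.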
rTrxR1 inhibitor – qHTS Assay for Inhibitors of Mammalian Selenoprotein Thioredoxin Reductase 1 (TrxR1): qHTS; 1% of 390,000 active; AID 588453, 2011; recombinant rTrxR1, NADPH fluorescence consumption, selenite substrate; Potency, µM (highest dose often 114 µM), without a hit: at the highest dose activity change, negative = inhibition, most hits filed as inhibitors; Thioredoxin reductase 1, cytoplasmic (Rattus norvegicus), O89049; further: potency means the concentration at half of the fitted maximal effect; on the % scale 0 is the no-effect control and ±100 the full control effect; nearly all actives have a fitted effect of over 65% in size
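Rat TrxR1 (90 nM in the dispensed reagent) was pre-reduced with 400 uM NADPH for 5 min at room temperature, then incubated with compound for 15 min. After 400 uM selenite was added, NADPH fluorescence (Ex 340/Em 450 nm) was followed for 8 min.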
* = called active by the depositor; ? = inconclusive; . = not tested or not shown; & = joins results of further samples; [ ] = another dose, or the depositor's remark. Unless noted, the call rests on the fitted dose curve; in most records, active means well fitted inhibition curve with a large enough effect; inconclusive means small, poorly fitted or top-dose-only effect; inactive means no such curve, though single readings can be large or run the other way. The list is partial; rates above refer to the full screens.

SMILES	TRHR agonist	IDH1 R132H inh	D2 antag	Pin1 inh	TrxR1 substrate	USP1-UAF1 inh	D2 agonist	TRHR enhancer	rTrxR1 inhibitor
COc1ccc(NC(=S)N2CCN(C(=O)C3CCCO3)CC2)c(OC)c1 (stereo not given)	-0.1	12.9%	1.2	1.6%	7.0%[57.1 µM]	2.1%	-0.6	-0.1	13.3%[57.1 µM]
CC(=O)N1CCc2cc(S(=O)(=O)NC(C(=O)N3CCN(c4ccccc4F)CC3)C(C)C)ccc21 (stereo not given)	.	14.6%	.	11.8%	5.1%	?	.	.	8.6%
O=[N+]([O-])c1ccc(N2CCN(C(=S)NC3CCCCC3)CC2)cc1	0.3	2.6%	.	11.9%	-3.3%[57.1 µM]	-1.6%	.	3.4	-10.3%[57.1 µM]
NCCCC[C@@H](C(=O)N1CCNCC1)n1cc(CN)nn1	0.2	-9.0%	-4.0	8.4%	2.6%[57.1 µM]	-4.3%	0.7	3.5	3.1%[57.1 µM]
Cc1cc(/C=C2/NC(=O)NC2=O)c(C)n1-c1cccnc1	0.3	3.8%	.	1.3%	-7.6%	-7.8%	.	-0.2	-7.9%
COc1ccc(C(=O)Nc2ccc(-c3cc4ccccc4oc3=O)c(C)c2)cc1Br	1.5	0.9%	.	8.7%	199.1%[activator]	-11.1%	.	5.3	180.4%[activator]
COc1ccc(S(=O)(=O)N(C)CC(=O)N2CCC(C(N)=O)CC2)cc1	1.2	-1.2%	-2.1	-2.4%	10.5%	-25.8%	0.1	3.1	24.1%
O=C(NCC(=O)N(c1ccccc1F)C(C(=O)NC1CCCC1)c1ccncc1)c1ccco1 (stereo not given)	0.0	5.8%	14.2	-3.6%	3.9%	-5.6%	-0.2	18.7	13.1%
C=C(C)COc1ccc(-c2n[nH]c(C)c2-c2ccccc2)c(O)c1	1.4	2.3%	17.0	-1.3%	-4.3%	-13.7%	0.2	-1.0	5.8%
CCOc1ccc(CC(=O)NCC(=O)NCc2cc(=O)n(C)c(=O)n2C)cc1	-0.9	-9.8%	-19.0	-5.2%	7.0%	-20.4%	-0.7	7.8	27.2%
COc1ccc(NC(=O)C(=S)NC2CCCCC2)cc1	0.6	11.0%	22.0	0.5%	-7.7%[57.1 µM]	-19.4%	1.0	2.8	4.8%[57.1 µM]
Cc1cccc(-c2nc3c4ccccc4nc(NCc4ccccc4Cl)n3n2)c1	-0.2	-15.6%	.	0.0%	3.7%	13.4%	-0.4	-1.2	27.6%
O=C(CCl)N1CCN(S(=O)(=O)Cc2ccccc2)CC1	-0.1	9.9%	7.8	0.8%	9.5%	-12.5%	0.8	2.3	?
CCc1ccccc1NC(=O)Cn1c(=O)n(Cc2ccco2)c(=O)c2ccccc21	-1.5	-4.8%	.	80.1%[activator]	0.4%	-5.9%	-0.4	-5.4	17.7%
COC(=O)c1cnc2c(C(F)(F)F)cccc2c1OC	-0.4	4.0%	6.0	1.6%	5.2%[57.1 µM]	4.6%	-1.4	9.3	-0.9%[57.1 µM]
Cc1c(C(=O)OCC(=O)NCC2CCCO2)oc2ccccc12 (stereo not given)	.	0.0%	.	-1.2%	8.3%[57.1 µM]	-20.5%	.	.	10.6%[57.1 µM]
O=C(N/N=C/c1c(F)cccc1Cl)c1ccc(Cn2cc(Br)cn2)o1	-0.1	3.0%	-7.2	20.2%	3.4%	-8.5%	-3.2	8.5	20.7%
NC(=O)CC(NC(=O)Cc1cccc2ccccc12)c1ccc(NC2CCCCC2)c([N+](=O)[O-])c1 (stereo not given)	-0.7	-8.8%	-8.7	38.8%[activator]	-2.5%	-0.6%	0.3	2.9	5.5%
O=C(NCCCn1ccnc1)Nc1ccc(Cl)cc1	-0.6	3.8%	10.3	3.8%	-6.7%	-10.2%	0.2	8.2	12.5%
COc1cc(/C=N/NC(=O)CN(Cc2ccccc2)S(=O)(=O)c2ccc3c(c2)OCCO3)ccc1O	0.2	-3.0%	-6.6	-1.3%	-10.1%	-8.3%	-1.3	-1.2	7.0%
CCOCCCNc1nc2c(-c3ccccc3)nnn2c2ccccc12	-0.6	4.0%	12.8	-1.1%	49.4%[activator]	-20.6%	-0.1	-0.3	25.1%
CCN(Cc1ccccc1)C(=O)CN1C(=O)COc2ccc(S(=O)(=O)NC3CCCC3)cc21	-0.1&-0.1	2.3%&1.0%	-24.1	-2.0%&-10.8%	5.8%&-4.5%	-13.8%&-15.3%	-0.2&0.8	-8.4&-5.4	27.2%&4.9%
Cc1ccc(NS(=O)(=O)c2ccc(C(=O)NCC(c3ccco3)N3CCCCC3)cc2)cc1 (stereo not given)	4.0	3.4%	-15.4	-0.8%	-7.3%	-12.4%	5.1	7.4	-2.9%
C=C(C)CN(CC)c1nc(N)c(C#N)c(CC#N)c1C#N	0.0	3.1%	-4.5	19.3%	7.0%	-17.6%	-0.9	22.4	5.6%
c1ccc2c(c1)nc1n2CCN1CCNC1CCCCC1	-0.4	2.1%	-17.3	0.4%	7.4%[57.1 µM]	-9.5%	-0.1	-0.5	21.4%[57.1 µM]
SMILES	TRHR agonist	IDH1 R132H inh	D2 antag	Pin1 inh	TrxR1 substrate	USP1-UAF1 inh	D2 agonist	TRHR enhancer	rTrxR1 inhibitor
O=C(NCc1ccc(F)cc1)C1CCN(S(=O)(=O)c2cccc3nonc23)CC1	0.2	-7.0%	-7.5	22.1%	11.8%	-20.6%	-0.1	6.9	43.7%[activator]
O=C(Nc1nnc(-c2ccco2)o1)C1CCCCC1	0.2	9.6%	-8.0	0.4%	5.7%	-0.2%	-0.6	-4.8	15.9%
O=C(NCCc1ccc(Cl)cc1)c1cccc(NC2=NC3CS(=O)(=O)CC3S2)c1 (stereo not given)	-0.1	3.0%	16.0	-2.5%	-0.8%[57.1 µM]	-18.4%	-0.2	-1.1	-5.7%[57.1 µM]
COC(=O)c1cnn(-c2ccc(C(=O)Nc3cccc(C(C)=O)c3)cc2)c1N	-0.3	0.0%	.	-0.7%	-2.1%[57.1 µM]	-8.8%	0.5	-1.9	9.4%[57.1 µM]
Cc1cc(C(=O)CSc2nnc(C3COc4ccccc4O3)n2C)c(C)n1-c1ccc(F)cc1 (stereo not given)	-0.1	-2.1%	-2.3	6.9%	-1.0%	-18.6%	0.3	-5.9	9.8%
CCOc1ccc(-n2c(SCC(=O)N3CCC(C(=O)O)CC3)nc3ccccc3c2=O)cc1	-0.1	7.3%	16.0	-1.9%	-1.0%	-4.8%	-0.3	-3.2	8.3%
O=C(CN1CCOCC1)N1c2ccccc2Sc2ccccc21	1.2	-4.6%	12.8	-12.6%	32.6%[activator]	-26.6%	0.2	-3.0	31.0%
CCOC(=O)C1CCN(Cc2ccc(O)c(OC)c2)CC1	-0.6	0.6%	4.8	-7.7%	-2.9%	-19.1%	0.0	0.1	-22.8%
CCOC(=O)c1ccc(NC(=S)NCc2ccccc2)cc1	0.6	1.8%	1.7	-1.1%	-5.3%	-1.6%	-0.8	-0.7	-1.2%
C=CCNC(=S)NCc1ccccc1OC	0.5	-6.4%	0.0	9.6%	4.6%	-15.1%	0.5	1.5	16.0%[57.1 µM]
O=C1C2C3CC(C2C(=O)N1c1cccc(Cl)c1)[C@H](O)C3O (stereo not given in full)	0.0	-2.3%	18.8	-2.0%	8.9%	-23.1%	0.0	-2.4	38.1%[activator]
CN(C)CCNCc1ccc(OC2CCCC2)cc1	1.7	0.0%	19.6	-4.1%	11.7%	-13.0%	-0.5	-2.3	-0.6%
CC(=O)Nc1ccc(N=c2cc([N+](=O)[O-])cc(Cl)n2O)cc1	0.5	5.1%	-6.8	0.9%	-2.0%	-11.9%	0.4	-0.6	-2.8%
CCOCCc1nn2c(=O)cc(COC(=O)CNC(=O)c3cccc(C)c3)nc2s1	-0.1	6.6%	.	-0.6%	2.6%[57.1 µM]	-15.4%	0.0	-4.3	10.1%[57.1 µM]
O=C(CSc1ncccn1)Nc1ccc2c(c1)OCO2	.	-5.2%	.	3.2%	6.4%[2.29 µM]	?	.	.	11.5%[2.29 µM]
CCCNC(=O)c1ccccc1NC(=O)COc1cccc2c1OC(C)(C)C2	0.1	0.0%	13.8	-7.8%	-1.2%	-6.8%	0.2	-6.5	8.7%
CCN1CCN(c2ccc([N+](=O)[O-])cc2C(=O)c2ccc(Cl)cc2)CC1	1.2	8.2%	12.2	2.6%	-2.2%	-18.9%	0.0	7.1	13.3%
C/C(CC(=O)Nc1cc(Cl)ccc1Cl)=N\NC(=O)c1ccco1	0.0	3.5%	11.4	3.1%	-8.9%	-15.9%	-0.3	5.5	-21.4%
O=C(Nc1ccc([N+](=O)[O-])cn1)C1CCCCC1	0.4	5.9%	3.8	4.7%	-8.7%	0.3%	0.2	1.6	0.2%

Source: PubChem (National Center for Advancing Translational Sciences (NCATS))
